Screening results as filed in PubChem.
PKM2 act = increases activity of human pyruvate kinase M2. Potency, µM (doses to about 57.5 µM), inactives show at the highest dose activation, hits mostly activators. 0.34% of 260,000 active. purified PKM2, Kinase-Glo ATP luminescence, activation; response scale: 0% is enzyme alone, no compound; further: potency means the concentration at half of the fitted maximal effect; nearly all actives have a fitted effect of over 55% in size
Target sequence (P14618 whole entry, looked up): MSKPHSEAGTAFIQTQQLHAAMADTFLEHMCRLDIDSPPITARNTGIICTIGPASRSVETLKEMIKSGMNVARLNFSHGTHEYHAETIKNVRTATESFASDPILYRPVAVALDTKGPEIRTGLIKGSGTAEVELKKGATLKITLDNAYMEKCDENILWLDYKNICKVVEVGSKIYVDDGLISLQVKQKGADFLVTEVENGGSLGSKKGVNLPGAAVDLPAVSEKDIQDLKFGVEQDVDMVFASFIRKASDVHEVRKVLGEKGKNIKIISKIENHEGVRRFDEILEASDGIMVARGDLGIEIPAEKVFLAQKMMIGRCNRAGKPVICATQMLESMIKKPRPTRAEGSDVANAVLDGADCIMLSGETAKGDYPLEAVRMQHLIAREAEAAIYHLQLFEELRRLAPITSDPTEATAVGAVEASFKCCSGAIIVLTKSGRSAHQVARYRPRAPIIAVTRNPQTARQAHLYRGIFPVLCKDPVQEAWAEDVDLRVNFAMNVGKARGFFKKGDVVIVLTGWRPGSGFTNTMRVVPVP
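Purified hPK-M2 (>95%) run at intermediate activity with 0.1 mM ADP and 0.5 mM PEP in 50 mM imidazole pH 7.2, KCl, MgCl2; 1 h room temperature. ATP formed read by Kinase-Glo luminescence; normalized to uninhibited and no-enzyme controls.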
KCNH2 WT inh = inhibitors of human wildtype KCNH2 potassium channel | U2OS, BacMam KCNH2, thallium flux FluxOr; hits give low values | activity change, % at 1.84 µM | 0.37% of 340,000 active;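 active means maximum activity change below -70%; inconclusive means maximum activity change between -70% and -50%; inactive means maximum activity change above -50%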
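U2OS cells were transduced with wild-type KCNH2 virus (2.03 x 10^8 / mL) for 4 h at room temperature, then cultured overnight at 37 C. Thallium flux was read with FluxOr dye. Rate constants were normalized to DMSO controls.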
USP2a block = USP2a (human) protease inhibition; USP2 core, Ub-CHOP2 coupled fluorogenic reporter, 485/531; AID 463254; O75604; Potency, µM (top dose mostly 38.3 µM), for inactives: top-dose activity change, negative = inhibition, most hits filed as inhibitors; 0.01% of 330,000 active;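 further: potency means the concentration at half of the fitted maximal effect; plate controls were DMSO wells for no effect and full inhibition by NEM control for full effect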
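USP2 core (10nM final) preincubated 30min RT with compound in 20mM Tris-HCl pH 8.0, 2mM CaCl2, 2mM beta-mercaptoethanol, 0.05% CHAPS; 25nM Ub-CHOP2 plus 25nM reporter substrate added, fluorescence (Ex485/Em531) read after 60min.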
GALK inh = inhibitors of human galactokinase; P51570; Purified GALK, Kinase-Glo residual ATP luminescence; Potency, µM (titrated, usually from 57.5 µM), for the others: at the highest dose activity change, negative = inhibition, usual class: inhibitors; 0.007% of 270,000 active; AID 1868; further: potency means the concentration at half of the fitted maximal effect
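Compounds were pin-transferred into ATP buffer (35 uM final), then GALK plus galactose (5 nM, 100 uM final) was added. After 1 h at room temperature, Kinase-Glo Plus was added and luminescence read after 10 min.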
B2AR arrestin = agonists driving beta-arrestin recruitment to human beta2-adrenergic receptor. Potency, µM (doses to about 46.1 µM), for inactives: at the top dose activation, actives largely listed as activators. beta-arrestin recruitment to beta2AR, cell-based reporter. 0.02% of 330,000 active. P07550. AID 492947;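 further: potency means the concentration at half of the fitted maximal effect; 0% = DMSO controls and full agonism = EC100 isoproterenol or metaproterenol; nearly all actives have a fitted effect of over 65% in size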
uPA surface inh = inhibitors of cell surface uPA generation; AID 540303; cell surface uPA generation assay, qHTS; Potency, µM (series often up to 38.3 µM), inactives show at the highest dose activity change, negative = inhibition, hits mostly inhibitors; 0.31% of 330,000 active; active means well fitted inhibition curve with a large enough effect; inconclusive means small, poorly fitted or top-dose-only effect; inactive means no such curve, though single readings can be large or run the other way; tested in mouse RAW 264.7 cells; further: potency means the concentration at half of the fitted maximal effect; nearly all actives have a fitted effect of over 55% in size
BCR signal inh = blocks chronic active B-cell receptor signaling; ABC-DLBCL IkBa-CBG/CBR reporter, luminescence ratio, 4 h; Potency, µM (top dose mostly 46.1 µM), inactives show at the highest dose ratio change, negative = lower green/red ratio, most hits filed as inhibitors; 0.05% of 340,000 active; active means well fitted inhibition curve with a large enough effect in the signal ratio, with a control signal flat, not every such curve was filed as active; inconclusive means small, poorly fitted or top-dose-only effect, or effect the other way, or a change in a side signal; the % refers to the signal ratio;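 further: potency means the concentration at half of the fitted maximal effect; plate controls were basal doxycycline-induced cells for no effect and cells given 10 µM MG132 for full effect; MG132 reads +100%, hits lower the ratio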
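TMD8 ABC-DLBCL cells carrying doxycycline-inducible green luciferase fused to IkappaBalpha plus unfused red luciferase were exposed to compounds (up to 46 uM) for 4 hrs at 37C. Activity came from the overlap-corrected green/red luminescence ratio.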
Giardia killer = Giardia lamblia killing; Giardia lamblia trophozoite viability; activity change, % at 7.66 µM, hits read low; 0.15% of 340,000 active; AID 540267; in the data active means activity change below about -80%; inconclusive means between about -30% and that limit;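 further: parasites exposed to compound for two days anaerobically before the ATP read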
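Compounds were tested on trophozoites seeded at 100 cells/well and held 48 hrs at 37 deg C anaerobically. An ATP-based luminescent kit measured the remaining live cells.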
Eya2 phos inh = inhibitors of human Eya2 phosphatase activity; 0.006% of 330,000 active; recombinant Eya2, OMFP fluorescence dephosphorylation (OMFP is methylfluorescein phosphate); Potency, µM (titrated, usually from 76.9 µM), without a hit: at the top dose activity, negative = inhibition, hits mostly inhibitors; O00167; further: potency means the concentration at half of the fitted maximal effect
Target sequence (O00167 whole entry, looked up): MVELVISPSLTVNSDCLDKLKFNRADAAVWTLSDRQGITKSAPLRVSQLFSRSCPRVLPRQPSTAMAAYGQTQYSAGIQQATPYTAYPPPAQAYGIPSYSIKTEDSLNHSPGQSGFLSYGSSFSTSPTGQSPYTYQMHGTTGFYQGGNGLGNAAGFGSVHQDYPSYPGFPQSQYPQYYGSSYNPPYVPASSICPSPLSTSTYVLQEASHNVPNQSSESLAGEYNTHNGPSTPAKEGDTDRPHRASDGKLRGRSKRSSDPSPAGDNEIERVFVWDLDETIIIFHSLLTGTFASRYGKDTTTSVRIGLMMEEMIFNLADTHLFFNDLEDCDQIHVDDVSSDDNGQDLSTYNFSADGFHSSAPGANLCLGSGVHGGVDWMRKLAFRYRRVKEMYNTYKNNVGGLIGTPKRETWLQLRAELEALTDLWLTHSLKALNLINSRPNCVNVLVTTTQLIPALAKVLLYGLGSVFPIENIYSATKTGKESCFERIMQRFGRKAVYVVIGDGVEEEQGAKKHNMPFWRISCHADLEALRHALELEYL
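Eya2 (0.2 uM) preincubated 10 min at ambient with compound, then OMFP substrate added at 50 uM; 10 min reaction in 50 mM HEPES pH 7.5, 50 mM NaCl, 5 uM MgCl2, 0.05% BSA, 1 mM DTT. Fluorescence read at Ex 485/Em 525 nm.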
KCNH2 3.1 block = KCNH2 3.1 (human) potassium channel inhibition; AID 720553; activity change, % (tested at about 1.8 µM); U2OS KCNH2 3.1, thallium flux FluxOr; hits give low values; 0.95% of 340,000 active;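 active means maximum activity change below -70%; inconclusive means maximum activity change from -70% to -50%; inactive means maximum activity change above -50%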;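 further: thallium influx rate constant from kinetic fluorescence after stimulation buffer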
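We transduce U2OS cells with the mutant 3.1 virus, culture them overnight, load FluxOr with Red40 quencher for 45 min, then add stimulation buffer and read kinetically for 2 min to derive a normalized rate constant.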
FBPA coupling cs = inhibits coupling enzyme system, counter-screen for aldolase hits; coupling enzyme system counterscreen, AmpLite Red fluorescence; activity change, negative = inhibition, % at 58.2 µM, hits read low; 0.67% of 290,000 active; AID 2472; in the data active means activity change below about -30%
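Fluorescence at 525 nm excitation and 598 nm emission measured inhibition of the coupled detection system without aldolase. Compounds (at 57.5 uM final) were preincubated 10 min at room temperature with coupling enzyme reagent before a 20 min substrate/AmpLite Red step.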
* hit, by the source's call; ? = inconclusive; nt = not tested or not shown; [ ] = remark or other dose. Unless noted, the call rests on the fitted dose curve; in most records, active means well fitted curve in the direction sought with a large enough effect; inconclusive means small, poorly fitted or top-dose-only effect, or another doubt; inactive means no such curve, though single readings can be large; an effect the other way counts as inactive or inconclusive. Unless noted, on the % scale 0 is the no-effect control and ±100 the full control effect.

SMILES	PKM2 act	KCNH2 WT inh	USP2a block	GALK inh	B2AR arrestin	uPA surface inh	BCR signal inh	Giardia killer	Eya2 phos inh	KCNH2 3.1 block	FBPA coupling cs
Cc1cccc(C(=O)NCC(=O)NCCCSc2ccccc2)c1	nt	0	3%	nt	-0.1%	-2%	-18%	-11	7%	6	nt
O=C(CSc1nc(-c2ccccc2Cl)ns1)c1ccc(Cl)cc1	0%	-13	-3%	-3%	-0.3%	7%	?	-10	-1%	-31	3
CCOC(=O)c1[nH]c2ccc(OC)cc2c1NC(=O)CCN1CCCC(C)C1 (configuration not stated)	-2%	4	?	2%	0.1%	5%	-1%	-1	-2%	17	-1
O=C(CSc1nc(O)c(Cc2ccccc2)c(=O)[nH]1)c1ccccc1	7%	2	2%	2%	0.1%	-3%	-10%	16	8%	7	5
COc1ccc(OCCNC(=O)c2cc(C3CC3)nc3c2cnn3C(C)C)cc1	nt	4	-5%	nt	-0.1%	2%	?	-7	-12%	-10	nt
NC(=O)c1cc(Cl)ccc1OCC(=O)Nc1ccc2c(c1)OCO2	nt	1	1%	nt	0.1%	6.3µM*	?	-29	4%	-4	nt
COc1ccccc1C(=O)NCCSCc1ccccc1Cl	-2%[11.5 µM]	9	1%	-1%	-0.2%	6%	-2%	20	-14%	-7	-3
CCN1CCN(CCCNC(=O)CS(=O)(=O)Cc2nc(-c3cccc(OC)c3)oc2C)CC1	nt	-15	3%	-3%	0.1%	-1%	7%	23	-4%	-8	1
CC(C)Cc1cc(C(=O)Nc2ccc(F)cc2F)no1	-20%	-2	3%	0%	0.0%	1%	?	-9	-16%	-3	0
Cc1ccc(SCCNC(=O)/C=C/c2ccc([N+](=O)[O-])cc2)cc1	0%	-1	2%	2%	-0.3%	4%	-12%	5	-12%	1	-3

Overlap with the part before: three entries, followed by the next part.
SMILES	PKM2 act	KCNH2 WT inh	USP2a block	GALK inh	B2AR arrestin	uPA surface inh	BCR signal inh	Giardia killer	Eya2 phos inh	KCNH2 3.1 block	FBPA coupling cs
CCN1CCN(CCCNC(=O)CS(=O)(=O)Cc2nc(-c3cccc(OC)c3)oc2C)CC1	nt	-15	3%	-3%	0.1%	-1%	7%	23	-4%	-8	1
CC(C)Cc1cc(C(=O)Nc2ccc(F)cc2F)no1	-20%	-2	3%	0%	0.0%	1%	?	-9	-16%	-3	0
Cc1ccc(SCCNC(=O)/C=C/c2ccc([N+](=O)[O-])cc2)cc1	0%	-1	2%	2%	-0.3%	4%	-12%	5	-12%	1	-3
O=C(c1ccc(CS(=O)c2cccc(Cl)c2)o1)N1CCN(C2CCCCC2)CC1 (configuration not stated)	nt	4	-1%	7%	-1.0%	-5%	-6%	16	-4%	2	nt
Cn1nccc1C(=O)NC(=S)Nc1sc2c(c1C#N)CCCCC2	-7%	-8	0%	-2%	-0.4%	-2%	-2%	1	-8%	2	0
O=C(CN(C(=O)CNC(=O)c1ccco1)c1ccc(Cl)c(Cl)c1)NC1CCCCC1	13%	-8	-5%	-2%	0.4%	-5%	?	-4	-12%	-16	7
CCOC(=O)c1sc(NC(=O)c2ccccc2OCC)nc1C	-3%	2	3%	-1%	0.0%	0%	nt	23	17%	10	0
Cn1c(NCCCO)nc2c(c1=O)C1(CCCCC1)Cc1ccccc1-2	-2%	-9	-18%	3%	0.1%	7%	?	-12	-9%	5	0
CSc1ccccc1C(=O)Nc1ncc(C)s1	-16%	0	-1%	4%	0.0%	0%	?	-14	-3%	13	-1
COc1ccc(C(CNC(=O)c2cccc(S(=O)(=O)N3CCCCC3)c2)N2CCCC2)cc1 (configuration not stated)	nt	44	3%	nt	-1.9%	-13%	8%	18	-1%	-8	nt
C=CCc1ccc(OCC(O)COCC)c(OC)c1 (configuration not stated)	1%	-1	-2%	-3%	0.0%	-3%	?	-10	-16%	7	1
CCn1c(SCC(=O)N(C)C2CCS(=O)(=O)C2)nnc1-c1cccs1 (configuration not stated)	-1%	1	-1%	4%	0.1%	1%	-7%	10	2%	20	2
O=C(Nc1ccc(NC(=O)c2sc3ccccc3c2Cl)cc1Cl)c1ccco1	1%	21	1%	-2%	0.5%	-2%	0%	-20	10%	-33	3
CCC(=O)c1ccc(OCc2ccc(C(=O)OC)o2)c(OC)c1	18%	-2	0%	11%	0.1%	-3%	-13%	3	0%	2	-1
COCCN(CCOC)S(=O)(=O)c1ccc(C(=O)Nc2ccc([N+](=O)[O-])cc2OC)cc1	1%	2	1%	6%	0.0%	-3%	-5%	16	-8%	2	-5
CCOc1ccc(C2=Nn3cnnc3SC2)cc1	-3%	4	1%	1%	-0.5%	-10%	-3%	22	-27%	-6	0
CCN1CCN(C(=S)Nc2ccccc2Cl)CC1	-3%	1	1%	0%	0.1%	0%	-25%	19	19%	2	2
CCSc1nnc([C@H](Cc2c[nH]c3ccccc23)NC(=O)OC(C)(C)C)o1	9%	-21	-3%	1%	0.0%	4%	3%	8	-7%	8	-3
CCOc1ccc(NC(=O)Nc2ccc3nsnc3c2)cc1	-1%	2	0%	0%	0.2%	8%	0%	2	2%	11	-6
Cc1cc(Cl)nc2c(C(C)C)cccc12	-9%	-4	10%	2%	0.0%	-2%	2%	-8	12%	-13	1
CCOC(=O)c1cccc(NC(=O)c2cc3sccc3n2C)c1	-6%	-10	2%	0%	0.3%	nt	?	4	-15%	-5	-5
CCC(C)(C(=O)NC1CCCCC1)N(Cc1cccs1)C(=O)CC1NC(=O)NC1=O (configuration not stated)	7%	-2	7%	2%	-0.7%	2%	?	3	-1%	9	3
O=C(NCC1CCCO1)c1onc(CSc2ccc(F)cc2)c1C(=O)O (configuration not stated)	0%	5	1%	0%	-0.4%	15%	?	-1	7%	5	6
CCN1CCN(CC(=O)NC2CCCC2)C(=O)C1=O	4%	-10	-11%	2%	-0.1%	5%	-1%	-9	0%	22	2
CN(C(=O)CSc1ncnc2sccc12)C1CCCCC1	nt	-7	1%	nt	-0.9%	1%	-5%	-3	-4%	12	nt
O=[N+]([O-])c1cccnc1N1CCOCC1	-1%	-3	3%	-1%	0.2%	nt	-3%	0	-3%	-2	-2
C/[N+]([O-])=C\CC(=O)c1ccc(-c2ccccc2)cc1	0%	0	-3%	-1%	-0.5%	5%	0%	7	6%	-16	1
Cc1cc(C)c2sc(N(CCN(C)C)C(=O)c3ccc4ccccc4c3)nc2c1	-1%	1	2%	-1%	0.1%	-7%	-10%	16	1%	-12	-6
CC1CC(=S)Nc2ccccc2N1C(=O)Nc1ccccc1 (configuration not stated)	-4%	1	2%	2%	-0.2%	-5%	-1%	-12	1%	-14	0
CC(=O)N1CCN(c2ccc(NC(=O)c3ccc([N+](=O)[O-])cc3)cc2)CC1	-1%	4	-1%	-4%	0.8%	4%	4%	0	-5%	21	0
COc1cc2c(cc1OC)C(=O)N1[C@H]3c4cc(Cl)ccc4OC[C@@H]3[C@H](c3ccccc3)[C@]1(C)C(=O)N2	nt	25	-2%	nt	0.4%	?	?	-14	-1%	-40	nt
O=C(CSc1ncn[nH]1)Nc1c(Br)cc([N+](=O)[O-])cc1Br	-1%	-3	6%	2%	3.8%	-1%	0%	13	-7%	3	4
COc1ccc(N(C)S(=O)(=O)c2cccc(C(=O)N(C)Cc3ccc(C)o3)c2)cc1	22%	nt	4%	-2%	-0.2%	-1%	3%	-1	-2%	-12	1
CCC1CCc2c([nH]c3ccccc3c2=O)O1 (configuration not stated)	0%	-4	8%	3%	0.2%	-4%	0%	-21	0%	-3	0
O=C(Nc1cc(S(=O)(=O)N2CCOCC2)ccc1OCC(F)(F)F)C1=COCCO1	nt	11	-1%	nt	0.2%	19%	0%	-4	-13%	8	nt
O=C(CSc1nc2ccc(Cl)cc2[nH]1)NCc1ccco1	-2%	-18	-1%	-1%	-0.2%	-7%	2%	-5	-4%	-8	-8
COc1cccc(/C=N\Nc2nncc(-c3ccccc3)n2)c1	-10%	-1	1%	1%	0.5%	-1%	?	6	-4%	-4	1
CCOC(=O)/C=C1\SCC(=O)N1CC(=O)Nc1ccc(OC)c(OC)c1	-2%	2	1%	-1%	0.0%	2%	-23%	-4	-4%	-6	0
O=C(CSc1nnnn1-c1ccccc1)Nc1ncc2c(n1)CC(c1ccccc1)CC2=O (configuration not stated)	0%	6	6%	-3%	0.0%	nt	?	16	3%	-22	0
Cc1cc(C(=O)N2CCc3ccccc32)c2cc(F)ccc2n1	-6%	10	3%	2%	-0.3%	-3%	-1%	-3	3%	2	0
CCOC(=O)c1c(C)cc(C)n2c1nc1ccccc12	-15%	6	-8%	-1%	0.0%	0%	-13%	9	14%	-10	-1
